# KinaseGlo FLuc: Counterscreen for Luciferase (Kinase-Glo TM) Inhibition; Potency, µM (series often up to 38.3 µM), inactives show top-dose activity change, negative = inhibition, hits mostly inhibitors; 200,000 compounds, 0.28% hits; Luciferin 4-monooxygenase (Photuris pensylvanica), Q27757; Kinase-Glo luciferase, ATP luminescence, 8 min; note: potency is the fitted concentration of half-maximal effect; % is set by controls: 0 for no effect and ±100 for the full control effect; nearly all actives have a fitted effect of over 60% in size
#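 Kinase-Glo luciferase light output from ATP and luciferin was measured with 10 uM ATP, within the enzyme's linear range. Buffer: 50 mM imidazole pH 7.2, 50 mM KCl, 7 mM MgCl2, 0.01% Tween 20, 0.05% BSA; luminescence read after 8 min at ambient temperature.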
# CBFb RUNX1 block: qHTS Assay for Compounds Blocking the Interaction Between CBF-beta and RUNX1 for the Treatment of Acute Myeloid Leukemia; AlphaScreen CBFb-His/RUNX1-biotin binding, biochemical; Potency, µM (highest dose often 59.8 µM), inactives show top-dose activity, negative = inhibition, hits mostly inhibitors; 230,000 tested, under 10 active; note: % of control where 0% means no effect
# Target sequence (Q01196 whole entry, looked up): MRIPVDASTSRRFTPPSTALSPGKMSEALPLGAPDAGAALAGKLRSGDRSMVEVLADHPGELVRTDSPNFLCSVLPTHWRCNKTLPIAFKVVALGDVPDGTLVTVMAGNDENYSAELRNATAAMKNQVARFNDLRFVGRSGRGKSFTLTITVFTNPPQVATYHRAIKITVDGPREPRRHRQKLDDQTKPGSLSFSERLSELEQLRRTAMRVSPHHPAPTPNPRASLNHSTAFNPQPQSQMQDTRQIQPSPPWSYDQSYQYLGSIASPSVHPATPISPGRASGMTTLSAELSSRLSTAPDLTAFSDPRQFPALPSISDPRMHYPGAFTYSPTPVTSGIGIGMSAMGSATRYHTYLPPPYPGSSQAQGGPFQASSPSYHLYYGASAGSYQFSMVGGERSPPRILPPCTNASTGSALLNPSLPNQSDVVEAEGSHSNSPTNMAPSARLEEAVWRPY
# Target sequence (Q13951 whole entry, looked up): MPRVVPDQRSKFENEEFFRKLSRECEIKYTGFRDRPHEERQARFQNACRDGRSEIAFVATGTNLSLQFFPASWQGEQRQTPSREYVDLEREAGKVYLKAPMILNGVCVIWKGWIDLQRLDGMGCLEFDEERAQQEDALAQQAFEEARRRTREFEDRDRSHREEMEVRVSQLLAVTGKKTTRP
#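 AlphaScreen proximity signal reports loss of binding between His-tagged CBF-beta and biotin-labelled RUNX1, each at 30 nM. Proteins are pre-associated for 20 minutes, compounds added for 15 minutes, then beads for 90 minutes, all at ambient temperature.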
# NPSR antag: qHTS Assay for Antagonists of the Neuropeptide S Receptor: cAMP Signal Transduction. Q6W5P4. CHO-NPSR cells, cAMP TR-FRET, antagonist mode. Potency, µM (series often up to 38.3 µM), without a hit: top-dose activity change, negative = inhibition, hits mostly inhibitors. 220,000 compounds, 1% hits. AID 1461, 2008; note: potency is the fitted concentration of half-maximal effect; % is set by controls: 0 for no effect and ±100 for the full control effect; nearly all actives have a fitted effect of over 50% in size; many of its hits are not listed in these tables
# Target sequence (Q6W5P4 whole entry, looked up): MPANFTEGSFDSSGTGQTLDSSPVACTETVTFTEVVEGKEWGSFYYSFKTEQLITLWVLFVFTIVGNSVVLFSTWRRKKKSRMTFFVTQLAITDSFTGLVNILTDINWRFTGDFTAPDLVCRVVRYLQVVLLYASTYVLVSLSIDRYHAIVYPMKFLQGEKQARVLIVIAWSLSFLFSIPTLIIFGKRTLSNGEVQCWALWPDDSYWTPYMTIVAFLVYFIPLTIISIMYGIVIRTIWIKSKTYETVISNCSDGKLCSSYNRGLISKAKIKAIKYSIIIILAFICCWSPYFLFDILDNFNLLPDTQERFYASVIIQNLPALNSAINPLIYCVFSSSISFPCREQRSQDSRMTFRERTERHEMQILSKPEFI
# Epigenetic reg: Quantitative High-Throughput Screen for Regulators of Epigenetic Control; Potency, µM (doses to about 53.9 µM), without a hit: at the top dose GFP activation, usual class: activators; murine LDR cells, GFP reporter derepression, 30 h; AID 1865, 2009; 280,000 compounds, 0.2% hits; note: potency is the fitted concentration of half-maximal effect; % of control where 0% means no effect; nearly all actives have a fitted effect of over 60% in size
#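 Murine LDR cells bearing a silenced CMV-driven GFP reporter were exposed to compound for 30 h at 37 C. After PBS washes, GFP-positive cells (20-120 um objects) counted by laser-scanning microplate cytometry.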
# IMPase Li inh: qHTS Assay for Identifying the Cell-Membrane Permeable IMPase Inhibitors: Potentiation with Lithium; CHO-M1 cells, IP1 TR-FRET (IP-One), carbachol + lithium; Potency, µM (series often up to 59.4 µM), inactives show top-dose activity, negative = IMPase inhibition, hits mostly inhibitors; 210,000 compounds, 0.35% hits;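 note: IP1 builds up when IMPase is blocked and the TR-FRET signal falls; potency is the fitted concentration of half-maximal effect; plate controls were basal vehicle for no effect and high inhibitor control for full effect; nearly all actives have a fitted effect of over 50% in size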
#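 CHO cells stably expressing M1 receptor (2000/well, cultured 16–30 h) treated 30 min at 37C with compound plus low lithium. Cytosolic IP1 by TR-FRET (665/620 ratio and 620 channel) after 10 min lysis; AC50 by Hill fit.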
# Lamin A splicing: qHTS Assay for Modulators of Lamin A Splicing. HeLa LMNA splicing GFP/RFP minigene ratio, 48 h. Potency, µM (series often up to 46.1 µM), inactives show at the top dose ratio change, negative = inhibition, hits mostly inhibitors. AID 1487, 2009. 200,000 compounds, 0.01% hits; active = well fitted inhibition curve with a large enough effect in the signal ratio, with a control signal flat, not every such curve was filed as active; inconclusive = small, poorly fitted or top-dose-only effect, or effect the other way, or a change in a side signal; the % refers to the signal ratio; note: potency is the fitted concentration of half-maximal effect; % is set by controls: 0 for no effect and ±100 for the full control effect
#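 Read-out is the ratio of GFP to DsRed2 object intensity, acquired by 488 nm laser-scanning cytometry on HeLa lamin A-EGFP minigene reporter cells. Compound incubation 48 hrs at 37 °C in Opti-MEM with 2% FBS; DMSO 0.5% final.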
# HTT aggregate: qHTS Multiplex Assay to Identify Dual Action Probes in a Cell Model of Huntington: Aggregate Formation (GFP); Potency, µM (titrated, usually from 46.1 µM), inactives show at the top dose activity change, negative = inhibition, usual class: inhibitors; 220,000 compounds, 1.1% hits; PC12 HttQ103-GFP aggregates, Acumen cytometry, 40 h; note: potency is the fitted concentration of half-maximal effect; % is set by controls: 0 for no effect and ±100 for the full control effect; nearly all actives have a fitted effect of over 60% in size
#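 Aggregate formation scored by laser-scanning cytometer (488 excitation, 500–530 emission) in lysed PC12 cells expressing Q103-GFP after 100 nM tebufenozide induction; library tested in dose series, with ATPLite reagent added in the multiplex.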
# * hit, by the source's call; ? = inconclusive; / = no result given; [ ] = dose if it differs, or a comment. Unless noted, calls come from the whole dose curve; as a rule, active = well fitted curve in the direction sought with a large enough effect; inconclusive = small, poorly fitted or top-dose-only effect, or another doubt; inactive = no such curve, though single readings can be large; an effect the other way counts as inactive or inconclusive. Only part of the results is shown; rates above refer to the full screens.
SMILES,KinaseGlo FLuc,CBFb RUNX1 block,NPSR antag,Epigenetic reg,IMPase Li inh,Lamin A splicing,HTT aggregate
CCC1CCCCN1C(=O)c1c(-c2ccccc2)noc1C (stereo not drawn),3%,0%,-7%,4.3%,5%,?,5%
O=C(NN1C(=O)C2C3C=CC(C4CC34)C2C1=O)c1ccc(Cl)c(Cl)c1 (stereo not drawn),/,3%,0%[46.1 µM],-0.9%,/,-18%,-13%
COCC1C2CC[C@H]3C(OCc4ccc(F)cc4C(F)(F)F)OC[C@]4(C)[C@H]3C2=C(CN4C(=O)OC(C)(C)C)[C@H](C)C1COC (stereo partly drawn),0%,11%,/,0.2%,-2%,/,/
Cc1ccc(-c2c(C)sc(=NC(=O)c3ccco3)n2C)cc1,-10%,5%,-21%[46.1 µM],3.8%,1%[38.3 µM],-5%,2%
CN1CCN(c2ccccc2NC(=O)c2ccc(F)cc2)CC1,/,2%,-4%,-5.6%,/,/,4%[9.22 µM]
Cc1cc(C)nc(NC2=NCC(=O)N2c2cccc(Cl)c2)n1,1%,7%,-3%[46.1 µM],-1.1%,25%[38.3 µM],7%,9%
CCCCCC(=O)Nc1cccc(C2=NOC3(C2)C[C@H](C(N)=O)N(C(=O)CC#N)C3)c1 (stereo partly drawn),/,-12%,10%,0.0%,/,/,-8%[9.22 µM]
CCSc1nc2c(c(=O)[nH]1)C(c1ccc(C)cc1)C1=C(CCCC1=O)N2 (stereo not drawn),-2%,5%,-39%,-4.2%,2%,/,12%
CCSc1nnc(NC(=O)CSc2nc3c(c(=O)n2C)SC(C)C3)s1 (stereo not drawn),-2%,-4%,-12%[46.1 µM],0.0%,6%[38.3 µM],?,-25%
Cc1cccc(Cc2nnc(CCC(=O)N(C)Cc3ccncc3C)o2)c1,2%,16%,-9%,2.1%,4%,-1%[46 µM],3%[9.22 µM]
CCc1noc(C)c1C(=O)N1CCCC(C(=O)c2ccc(OC)c(F)c2)C1 (stereo not drawn),3%,0%,-3%,0.1%,11%,?,-4%[9.22 µM]
O=C(NCCSCc1ccccc1)c1cc(S(=O)(=O)N2CCOCC2)ccc1F,-1%,4%,-7%[46.1 µM],0.1%,-7%[38.3 µM],?,-18%
COc1ccc(/C=C/C(=O)c2ccc3ccccc3c2O)cc1CN1CCOCC1,1%,2%,-7%,0.0%,4%,-9%,?
CCN(Cc1nc2ccccc2c(=O)[nH]1)Cc1nc2cc(OC)c(OC)cc2c(=O)[nH]1,3%,0%,-9%[46.1 µM],7.9%,22%[38.3 µM],-20%,-7%
O=c1[nH]c2cc3ccccc3cc2nc1C(F)(F)F,1%,-3%,2%,-4.8%,3%,-3%[46 µM],-10%
C/C(N)=C(/C#N)C(=O)CSc1nnc(-c2ccc3c(c2)OCO3)o1,-9%,3%,-15%[46.1 µM],0.0%,9%[38.3 µM],0%,3%
Clc1cc2c(nn1)Nc1ccccc1S2,/,6%,-3%,0.5%,/,/,-19%[9.22 µM]
Cc1ccc(OCc2n[nH]c(=S)n2-c2ccc(C)cc2)cc1,-1%,-2%,-14%,4.6%,2%,/,-8%[9.22 µM]
O=C(O)CCCCCNC(=O)CCn1cnc2ccccc2c1=O,-4%,0%,1%[46.1 µM],1.1%,-9%[38.3 µM],-5%,8%
O=C(O)C1CCCN(S(=O)(=O)c2cccs2)C1 (stereo not drawn),-1%,1%,0%[46.1 µM],0.1%,0%,-8%,3%
O=C(Nc1nc2ccc(S(=O)(=O)N3CCCC3)cc2s1)c1ccco1,7%,-3%,-45%,-1.9%,-5%,2%,?
COc1ccccc1-c1noc(CCC(=O)Nc2ccccc2Cl)n1,-1%,3%,-7%[46.1 µM],3.4%,5%,-15%,-5%
CC1(C)CC(=O)C2=C(C1)N(c1ccc(F)cc1)C(=O)CC2c1ccccc1 (stereo not drawn),1%,3%,-20%[46.1 µM],-1.0%,24%[38.3 µM],1%,10%[9.22 µM]
c1ccc(CN2CCN(C(c3ccccc3)c3nnnn3Cc3ccccc3)CC2)cc1 (stereo not drawn),2%,4%,-25%[46.1 µM],1.2%,17%,0%,-13%
CCOc1[nH]n(-c2ccc(Cl)cc2)c(=O)c1C=NCC(=O)OC,0%,-3%,8%,-3.9%,-5%,10%[9.22 µM],10%

# (further entries)
SMILES,KinaseGlo FLuc,CBFb RUNX1 block,NPSR antag,Epigenetic reg,IMPase Li inh,Lamin A splicing,HTT aggregate
CCOC(=O)N1CCN(c2ccccc2OC)CC1,/,0%,2%,-3.5%,/,/,11%[9.22 µM]
CCCCN(CC)c1nc(N)c(C#N)c(CC#N)c1C#N,-1%,-5%,?,0.1%,-2%[38.3 µM],19%,-5%[9.22 µM]
CN1CCN(C(=S)c2ccc(Cl)cc2)CC1,-2%,0%,-7%[46.1 µM],4.9%,8%[38.3 µM],-9%,-10%
CN(C)c1ccnc(-n2cccc2/C=N/O)c1C#N,/,13%,-9%,-0.2%,-5%,/,-6%[9.22 µM]
Cc1ccc(-n2cccc2/C=C2\C(=N)N3N=C(c4ccco4)SC3=NC2=O)cc1,-1%,?,-43%,-2.6%,-5%,?,-8%
COc1ccc(-c2cc(C(=O)NCC(C)C)no2)cc1,1%,5%,-19%[46.1 µM],-3.2%,-5%[38.3 µM],3%,4%[9.22 µM]
COC(=O)C1=C(C(=O)OC)SC(=C2C(=S)C(C)(C)N(C(=O)C3CC3)c3ccccc32)S1,17%,/,13µM*,-0.7%,43%[activator][38.3 µM],?,22%
O=C(CC1Nc2ccccc2NC1=O)Nc1ccccc1NC(=O)CC1Nc2ccccc2NC1=O (stereo not drawn),-9%,-3%,-9%,2.7%,4%,-10%[46 µM],4%
O=S(=O)(c1ccc2c(c1)OCCO2)N1CCC(c2nc3ccccc3[nH]2)CC1,0%,-3%,-18%[46.1 µM],-1.0%,17%[38.3 µM],7%,-9%
O=C(Nc1ncc2c(n1)-c1ccccc1OC2)c1ccc(Cl)cc1,-2%,1%,-10%[46.1 µM],-1.3%,-1%[38.3 µM],3%,3%
Cc1ccccc1N1CCN(C(=S)c2ccc([N+](=O)[O-])cc2)CC1,1%,?,-19%,1.1%,15%,?,11%
COc1ccc(S(=O)(=O)NC2CCCCC2)c(C)c1C,5%,4%,-8%[46.1 µM],-0.8%,-4%[38.3 µM],5%,-7%
CCc1ccc(N(C(=O)c2csnn2)C(C(=O)NC(C)(C)C)c2cccnc2)cc1 (stereo not drawn),0%,4%,6%,-1.4%,11%,/,16%[9.22 µM]
COc1cccc(CNc2ccc(S(N)(=O)=O)cc2)c1OC,-7%,0%,?,-0.4%,4%[38.3 µM],?,-18%
O=C(O)c1ccc(S(=O)(=O)c2ccc(Sc3ccc(C(=O)O)c(C(=O)O)c3)cc2)cc1,3%,4%,9%,0.0%,-6%,1%[46 µM],/
O=C(c1cc(S(=O)(=O)N2CCCCC2)ccc1N1CCOCC1)N1CCN(Cc2ccccc2)CC1,-2%,3%,-4%,0.2%,8%,-12%[46 µM],25%
Cc1ccc(CNCC(=O)Nc2ccc(N3CCOCC3)cc2)cc1,/,-6%,-28%,0.4%,/,/,-5%[9.22 µM]
COCCn1nnnc1C(c1ccccc1)N1CCN(C)CC1 (stereo not drawn),-1%,6%,4%[46.1 µM],-1.0%,6%[38.3 µM],2%,-3%
O=C(c1ccccc1F)N1CCC(N2CCCCCC2)CC1,3%,-2%,7%,-1.0%,3%,-3%,-12%
Cc1ccc(C)c(NC(=O)C2Cc3ccccc3CN2C(=O)OCc2ccccc2)c1 (stereo not drawn),0%,6%,?,1.5%,15%[38.3 µM],6%,-3%
Cc1ccc(-c2nnc(Cc3ccc(Cl)cc3)o2)cc1,-2%,12%,-14%[46.1 µM],-5.3%,7%[38.3 µM],4%,-33%
O=C(Cn1c(=O)n(-c2ccccc2)c(=O)c2oc3ccccc3c21)Nc1ccccc1,0%,0%,0%,-1.0%,0%,-4%,26%
O=C(Nc1nc2ccc(S(=O)(=O)N3CCOCC3)cc2s1)c1cccs1,/,0%,37%,-1.2%,?,/,0%[9.22 µM]

# Structural class: the entries above containing fluorine.
SMILES,KinaseGlo FLuc,CBFb RUNX1 block,NPSR antag,Epigenetic reg,IMPase Li inh,Lamin A splicing,HTT aggregate
COCC1C2CC[C@H]3C(OCc4ccc(F)cc4C(F)(F)F)OC[C@]4(C)[C@H]3C2=C(CN4C(=O)OC(C)(C)C)[C@H](C)C1COC (stereo partly drawn),0%,11%,/,0.2%,-2%,/,/
CN1CCN(c2ccccc2NC(=O)c2ccc(F)cc2)CC1,/,2%,-4%,-5.6%,/,/,4%[9.22 µM]
CCc1noc(C)c1C(=O)N1CCCC(C(=O)c2ccc(OC)c(F)c2)C1 (stereo not drawn),3%,0%,-3%,0.1%,11%,?,-4%[9.22 µM]
O=C(NCCSCc1ccccc1)c1cc(S(=O)(=O)N2CCOCC2)ccc1F,-1%,4%,-7%[46.1 µM],0.1%,-7%[38.3 µM],?,-18%
O=c1[nH]c2cc3ccccc3cc2nc1C(F)(F)F,1%,-3%,2%,-4.8%,3%,-3%[46 µM],-10%
CC1(C)CC(=O)C2=C(C1)N(c1ccc(F)cc1)C(=O)CC2c1ccccc1 (stereo not drawn),1%,3%,-20%[46.1 µM],-1.0%,24%[38.3 µM],1%,10%[9.22 µM]
O=C(c1ccccc1F)N1CCC(N2CCCCCC2)CC1,3%,-2%,7%,-1.0%,3%,-3%,-12%

# Random excerpt: 2 compounds from above, in no set order.
SMILES,KinaseGlo FLuc,CBFb RUNX1 block,NPSR antag,Epigenetic reg,IMPase Li inh,Lamin A splicing,HTT aggregate
O=C(Nc1ncc2c(n1)-c1ccccc1OC2)c1ccc(Cl)cc1,-2%,1%,-10%[46.1 µM],-1.3%,-1%[38.3 µM],3%,3%
CN(C)c1ccnc(-n2cccc2/C=N/O)c1C#N,/,13%,-9%,-0.2%,-5%,/,-6%[9.22 µM]

# Screening data: PubChem BioAssay, National Center for Advancing Translational Sciences (NCATS)
